IDE cell activ: human IDE activators in live cells, primary screen, fluorescence polarization, HEK cells, FAbeta-B substrate; FAbeta-B cleavage; 0% vehicle, 100% cell-free pure enzyme wells; activation, % at 5.96 µM; 340,000 tested, 0.073% active;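 active means activation above the mean of all tested compounds plus 3 SD, set per screening campaign, cut at about 17% in these data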
Target sequence (P14735 whole entry, looked up): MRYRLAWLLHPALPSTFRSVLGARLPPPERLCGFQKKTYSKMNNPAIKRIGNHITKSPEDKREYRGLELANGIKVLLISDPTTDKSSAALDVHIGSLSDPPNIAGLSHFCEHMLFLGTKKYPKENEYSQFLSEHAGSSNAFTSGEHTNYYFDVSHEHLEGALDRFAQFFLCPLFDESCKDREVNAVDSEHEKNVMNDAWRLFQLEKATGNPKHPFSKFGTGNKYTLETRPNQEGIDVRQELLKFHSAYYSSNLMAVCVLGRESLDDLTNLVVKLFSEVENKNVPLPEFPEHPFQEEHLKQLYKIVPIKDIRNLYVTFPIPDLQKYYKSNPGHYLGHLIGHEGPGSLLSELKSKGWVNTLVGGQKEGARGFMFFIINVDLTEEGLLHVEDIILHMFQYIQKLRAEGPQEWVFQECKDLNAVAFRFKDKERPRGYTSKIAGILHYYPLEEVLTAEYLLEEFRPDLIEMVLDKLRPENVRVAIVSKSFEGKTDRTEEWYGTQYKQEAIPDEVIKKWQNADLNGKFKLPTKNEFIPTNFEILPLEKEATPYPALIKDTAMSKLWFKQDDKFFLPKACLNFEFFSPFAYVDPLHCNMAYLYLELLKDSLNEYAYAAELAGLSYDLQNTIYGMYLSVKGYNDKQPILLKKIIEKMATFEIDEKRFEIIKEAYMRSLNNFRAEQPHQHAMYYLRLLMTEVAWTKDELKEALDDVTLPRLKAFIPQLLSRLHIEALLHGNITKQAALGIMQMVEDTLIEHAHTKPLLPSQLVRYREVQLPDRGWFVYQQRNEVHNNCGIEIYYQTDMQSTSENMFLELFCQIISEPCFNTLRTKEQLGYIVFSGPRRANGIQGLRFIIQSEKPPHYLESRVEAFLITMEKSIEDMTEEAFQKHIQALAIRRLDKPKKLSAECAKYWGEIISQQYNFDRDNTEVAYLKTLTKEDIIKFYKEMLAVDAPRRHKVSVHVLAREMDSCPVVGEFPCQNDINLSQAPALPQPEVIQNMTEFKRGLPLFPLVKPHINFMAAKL
IDE inh: human IDE inhibitors in live cells, primary screen, fluorescence polarization, HEK cells, FAbetaB substrate | 320,000 tested, 0.41% active | inhibition, % at 5.59 µM | FAbetaB cleavage | Insulin-degrading enzyme (Homo sapiens), P14735 | AID 434962, 2010;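 active means percent inhibition above the average of all tested compounds plus 3 SD, set per screening campaign, cut at about 16% in these data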;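 further: IDE supplied by intact live HEK cells; FP after avidin binding of uncleaved biotin substrate so inhibition keeps polarization high; 0% = DMSO wells and 100% = 60 µM reference IDE inhibitor Ii1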
* hit, by the source's call. Only part of the results is shown; rates above refer to the full screens.

IDE cell activ,IDE inh,Molecule
5,-1,O=C(c1ccc(F)cc1F)N1CCN(S(=O)(=O)c2ccc3c(c2)OCCO3)CC1
1,-1,Fc1ccccc1-c1nc(-c2ccc(-c3nn[nH]n3)cc2)no1
5,5,N#Cc1ccc(C(=O)Nc2cc(-c3ccc(F)cc3)nn2-c2ccccc2)cc1
3,3,O=C(CC1OC(=O)c2ccccc21)Nc1cc(S(=O)(=O)N2CCOCC2)ccc1OCC(F)(F)F (stereo unspecified)
0,4,CCOC(=O)N1CCN(C(=O)c2cc(-c3ccncc3)nc3ccccc23)CC1
7,-6,Cc1c(S(=O)(=O)N2CCCC2)c(=O)n(C)c(=O)n1C
2,-2,CCOc1ccc(OCC(=O)N2CCC3(CC2)CC(=O)c2ccccc2O3)cc1
0,0,CN(Cc1cccs1)C(=O)COc1cccc2c1OC(C)(C)C2
3,1,CCC1(CC)NC(=O)N(CC(=O)OCC(=O)NC(=O)c2ccccc2OC)C1=O
2,-5,CC1(C)Cc2cccc(OCC(=O)OCc3nnc(-c4ccccc4)o3)c2O1
2,1,Cc1ccc(-c2csc(NC(=O)c3cccc(C)c3)c2C(=O)O)cc1
2,0,CN(C(=O)CSc1n[nH]c(=O)[nH]c1=O)c1ccccc1
-1,1,CCOC(=O)C(Cc1ccccc1)C(=O)c1ccco1 (stereo unspecified)
4,4,COc1ccccc1N(C)S(=O)(=O)c1ccc(C(=O)N(C)Cc2ccc(Cl)s2)cc1
0,-4,CCOC(=O)Cc1csc(NC(=O)c2ccc(C)c(S(=O)(=O)N3CCOCC3)c2)n1
5,1,CCSc1ccc([C@@H]2[C@@H]3C(=O)N(CC)C(=O)[C@@H]3[C@]3(C(=O)OC)CCCCN23)cc1OC
4,1,COc1ccc([C@@H]2CC(=O)c3c(O)cc(O[C@@H]4OC(CO[C@@H]5OC(C)[C@H](O)[C@@H](O)[C@H]5O)[C@@H](O)[C@H](O)[C@H]4O)cc3O2)cc1O (stereo partly specified)
-2,6,CCOc1ncccc1C(=O)Nc1cccc(S(=O)(=O)N2CCCCC2)c1
3,-1,CCOc1ccc(S(=O)(=O)NCC(=O)NC2CCCCC2)cc1
-4,-1,CCOC(=O)[C@H]1[C@H]2COc3cc(OC)ccc3[C@@H]2N2C(=O)CN(Cc3ccc(C)cc3)C(=O)[C@@]12C
0,6,CCCCC(CC)C(=O)Nc1cc(C(=O)NCCC)ccc1N1CCC2(CC1)CC(c1cccc(Br)c1)=NO2 (stereo unspecified)
3,0,O=C(COC(=O)/C=C/c1ccccc1)NCCNC(=O)COC(=O)/C=C/c1ccccc1
8,-3,CC1Nc2ncnc(N3CCOCC3)c2N(Cc2ccc(Cl)cc2)C1=O (stereo unspecified)
-4,1,CC(=O)N1CCN(S(=O)(=O)c2cccc(C(=O)NNC(=O)COc3ccc(Cl)cc3C)c2)CC1
-1,6,COc1cccc(-c2cc(C(=O)Nc3ccc(N(C)C(C)=O)cc3)c3cc(Br)ccc3n2)c1
-4,-2,Cc1ccc(CSCC(=O)N(C)CC(=O)Nc2c(Cl)cccc2Cl)cc1
4,2,CC(OC(=O)C1CCN(S(=O)(=O)c2ccc(F)cc2)CC1)C(=O)NC1CCCCC1C (stereo unspecified)
0,-3,CN(C)C(CNC(=O)CCc1nc2sc3c(c2c(=O)[nH]1)CCCC3)c1ccccc1 (stereo unspecified)
3,1,O=C(CSc1nnnn1C1CC1)N1CCN(c2ccc(O)cc2)CC1
1,1,COc1ccc(NC(=O)COC(=O)C23CC4CC(CC(NC(C)=O)(C4)C2)C3)cc1S(=O)(=O)N1CCOCC1
2,1,COc1ccccc1NS(=O)(=O)c1ccc(C(=O)N2CCCCCC2)cc1
3,3,C[C@H](CO)N1C[C@H](C)[C@@H](CN(C)S(=O)(=O)c2ccc(F)cc2)Oc2ccc(NC(=O)Nc3ccccc3)cc2C1=O
5,-2,O=C(COc1ccccc1Br)c1ccc2c(c1)OCO2
-3,-5,CCCCn1c(N)c(N(Cc2ccccc2OC)C(=O)CN2C(=O)NC3(CCCC3)C2=O)c(=O)[nH]c1=O
6,1,CCN1CCN(c2ccc(S(=O)(=O)N3CCCCC3)cc2NC(=O)COc2ccccc2)CC1
-2,7,CC(C)(C)[C@H]1COC(=O)[C@H](NC(=O)OCC2c3ccccc3-c3ccccc32)C/C=C\C[C@@H](CC(=O)N[C@@H](CO)Cc2ccccc2)C(=O)N1
-3,-3,CN(C(=O)Cc1csc(-c2ccccc2)n1)c1c(N)n(Cc2ccccc2)c(=O)[nH]c1=O
5,-4,NC(=O)c1ccsc1NC(=O)COC(=O)c1ccc(Cl)nc1
2,-5,CN(C1CCCCC1)S(=O)(=O)c1cn(C)c(=O)n(C)c1=O
5,-1,CCCCOc1ccc(C(=O)OCC(=O)c2c(N)n(C)c(=O)n(C)c2=O)cc1
1,0,COCCn1c(SCC(=O)c2c(N)n(C3CC3)c(=O)[nH]c2=O)nnc1-c1ccc(Cl)cc1
2,1,Cc1ccc(C(=O)CCC(=O)NCc2ccc(Cl)cc2)cc1
5,1,O=C(CCNC(=O)c1ccco1)NC(Cc1c[nH]c2ccccc12)C(=O)O (stereo unspecified)
3,-2,Cc1ccc(NC(=O)C2CCC2)cc1S(=O)(=O)N1CCCCCC1
3,-3,N#Cc1ccc(OCC(=O)NC(=O)NC2CCS(=O)(=O)C2)cc1 (stereo unspecified)
-2,1,CC(=O)N/C(=C\c1ccccc1)C(=O)OCC(=O)c1ccccc1
-2,6,CCOC(=O)C1CCCN(C(=O)c2cn(-c3ccccc3)nc2-c2cccnc2)C1 (stereo unspecified)
-1,-2,COc1ccccc1C(=O)NC(CCSC)C(=O)NCc1ccncc1 (stereo unspecified)
-4,1,CCc1ccc(Nc2n[n+](-c3ccccc3)c(-c3cccc(C)c3)s2)cc1
5,-6,CC[C@]12c3[nH]c4ccccc4c3CCN1C(=O)C(CC(=O)NCCCOC)C[C@@H]2C(=O)N1CCN(C(=O)c2ccco2)CC1 (stereo partly specified)
8,0,CC(C)(C)NCC(O)COc1ccccc1C1CCCC1 (stereo unspecified)
-2,-4,Cc1ccc(NC(=O)CSCC(=O)N(C)CC(=O)Nc2cccc(F)c2)cc1
3,6,COc1ccc(-c2nnc(SCC(=O)Nc3c(Cl)cc(Cl)cc3C(=O)O)o2)cc1
4,4,CCN(CC)S(=O)(=O)c1ccc(C)c(NC(=O)COC(=O)CCC(=O)c2cccs2)c1
4,-3,CCOc1ncccc1C(=O)OCC(=O)N1c2ccccc2CC1C (stereo unspecified)
2,3,Cc1ccc(NC(=O)CCNS(=O)(=O)c2ccccc2F)cc1S(=O)(=O)N1CCOCC1
-1,2,COc1ccc2c3n(nc2c1)CCN=C3c1ccc(C)cc1
0,0,Nc1ncnc2c1ncn2[C@@H]1O[C@H](CNCc2ccc(OCC(=O)Nc3nccs3)cc2)[C@@H](O)[C@H]1O
2,1,CCCC(C(=O)NNC(=O)c1cc(C)oc1C)c1ccccc1 (stereo unspecified)
-2,-2,Cc1nn(CC(=O)OCC(=O)c2ccc(OC(F)F)cc2)c(C)c1[N+](=O)[O-]

Next section:
IDE cell activ,IDE inh,Molecule
-3,0,CC(=O)Nc1ccc(SCC(=O)Nc2ccccc2N2CCOCC2)cc1
0,4,C[C@H]1COC(=O)[C@@H](Cc2ccc(F)cc2)CC/C=C\C[C@H](CC(=O)NCCO)C(=O)N1
0,-1,N#Cc1ccccc1S(=O)(=O)N1CCN(C(=O)Cc2n[nH]c(=O)c3ccccc23)CC1
-5,-1,CC(=O)N(CCOc1ccccc1)CCOc1ccccc1
7,-1,CC(NC(=O)COC(=O)c1ccc2c(c1)OCCO2)c1ccccc1 (stereo unspecified)
0,1,CCN(CC(=O)NCc1ccc(Cl)cc1)C(=O)c1cc(S(=O)(=O)N2CCOCC2)ccc1C
3,0,O=C1CC2(CCCC2)Oc2ccc(F)cc21
-4,1,CC(CNC(=O)Cn1ccc(NC(=O)OCc2ccccc2)nc1=O)c1ccccc1 (stereo unspecified)
-2,-4,Cc1cccc(C(=O)NCC(=O)NCC(c2ccco2)N2CCCCC2)c1 (stereo unspecified)
4,-2,C[C@H](CO)N1C[C@H](C)[C@H](CN(C)C(=O)Nc2ccc(F)cc2)Oc2ccc(NC(=O)NC3CCCCC3)cc2CC1=O
6,1,Cc1ccc(OCCC(=O)OCC(=O)NC(=O)NC2CCCC2)cc1
-3,8,CCOc1ccc(NC(=O)CN(C)C(=O)c2ccc(-c3ccc(C(C)=O)cc3)o2)cc1OCC
5,0,Cn1c(CC(=O)NNC(=O)c2ccc(F)cc2Cl)nc2ccccc21
0,4,Cc1ccc(S(=O)(=O)/N=C2/NC(=O)/C(=C\c3ccccc3)S2)cc1
-5,-3,COc1ccc(C(=O)CC(CC(=O)c2ccc(OC)cc2)C(=O)O)cc1
4,-1,Cc1ccc(S(=O)(=O)N2[C@@H](c3ccc(Cl)cc3)C(C(=O)O)=CC[C@H]2c2ccc3c(c2)OCO3)cc1
-1,-3,C[C@]12c3[nH]c4ccccc4c3CCN1C(=O)C(CC(=O)NCCC1=CCCCC1)C[C@@H]2C(=O)N1CCCCC1 (stereo partly specified)
7,2,Cc1ccc(OCCC(=O)Nc2ccc3c(c2)OCO3)cc1
4,-8,CC(=O)Nc1cccc(NC(=O)C(=O)NCC(c2ccco2)N2CCc3ccccc3C2)c1 (stereo unspecified)
2,7,COc1ccc(CN(C)CC(=O)Nc2cccc(S(=O)(=O)N3CCCC3)c2)cc1F
-3,12,COc1ccc(S(=O)(=O)N(C)C2(C)CCS(=O)(=O)C2)cc1OC (stereo unspecified)
-2,8,Cc1cc(C)c(OCC(=O)OCC(=O)N2c3ccccc3CC2C)c(C)c1 (stereo unspecified)
2,0,CCNc1ccc(S(=O)(=O)N2CCCCC2)cn1
4,-3,Nc1[nH]n(-c2c(Cl)cc(Cl)cc2Cl)c(=O)c1N=Nc1ccc(S(=O)(=O)Nc2ncccn2)cc1
8,0,COc1cccc(CNC(=O)c2cccc(S(=O)(=O)N3CCN(c4ccc(F)cc4)CC3)c2)c1
0,6,Cc1ccccc1N1CC(C(=O)Nc2ccc(S(=O)(=O)N3CCCC3)cc2)CC1=O (stereo unspecified)
-5,9,COc1ccccc1N(C)S(=O)(=O)c1ccc(Cl)c(C(=O)Nc2ccncc2)c1
2,-2,CC(C)(OC(=O)c1ccc(C#N)cc1)c1cc2ccccc2c(=O)o1
4,2,Cc1ccc(C(CNC(=O)c2ccco2)N2CCN(C)CC2)cc1 (stereo unspecified)
4,1,C=CCC[C@H](Cc1ccc(F)cc1)C(=O)OC[C@H](Cc1c[nH]c2ccccc12)NC(=O)[C@@H](CC=C)CC(=O)N(CCO)Cc1ccccc1

An excerpt of these results, with two lines to a compound:
Every second line gives: IDE cell activ, IDE inh
COc1ccc(S(=O)(=O)N(C)C2(C)CCS(=O)(=O)C2)cc1OC (stereo unspecified)
  -3, 12
Cc1cc(C)c(OCC(=O)OCC(=O)N2c3ccccc3CC2C)c(C)c1 (stereo unspecified)
  -2, 8
CCNc1ccc(S(=O)(=O)N2CCCCC2)cn1
  2, 0
Nc1[nH]n(-c2c(Cl)cc(Cl)cc2Cl)c(=O)c1N=Nc1ccc(S(=O)(=O)Nc2ncccn2)cc1
  4, -3
COc1cccc(CNC(=O)c2cccc(S(=O)(=O)N3CCN(c4ccc(F)cc4)CC3)c2)c1
  8, 0
Cc1ccccc1N1CC(C(=O)Nc2ccc(S(=O)(=O)N3CCCC3)cc2)CC1=O (stereo unspecified)
  0, 6
COc1ccccc1N(C)S(=O)(=O)c1ccc(Cl)c(C(=O)Nc2ccncc2)c1
  -5, 9

Gathered by group: the compounds so far containing a tert-butyl group (2)
IDE cell activ,IDE inh,Molecule
-2,7,CC(C)(C)[C@H]1COC(=O)[C@H](NC(=O)OCC2c3ccccc3-c3ccccc32)C/C=C\C[C@@H](CC(=O)N[C@@H](CO)Cc2ccccc2)C(=O)N1
8,0,CC(C)(C)NCC(O)COc1ccccc1C1CCCC1 (stereo unspecified)

Record cards, from the list above.
`C=CCC[C@H](Cc1ccc(F)cc1)C(=O)OC[C@H](Cc1c[nH]c2ccccc12)NC(=O)[C@@H](CC=C)CC(=O)N(CCO)Cc1ccccc1` as listed: IDE cell activ: 4; IDE inh: 1
`NC(=O)c1ccsc1NC(=O)COC(=O)c1ccc(Cl)nc1` as listed: IDE cell activ: 5; IDE inh: -4

(cont.)
IDE cell activ,IDE inh,Molecule
4,-4,CN(CC(=O)Nc1cccc(F)c1)C(=O)c1ccccc1OCCOc1ccccc1
1,2,CCOc1ccc(NC(=O)COc2ccc3c(c2)CCC3)cc1OC
6,0,Cc1ccnc(NC(=O)c2ccc3c(c2)NC(=O)C(C)S3)c1 (stereo unspecified)
0,5,O=C(CCCN1C(=O)/C(=C/c2ccccc2OC(F)F)SC1=S)Nc1cccnc1
1,3,O=C(NNC(=O)c1cccs1)c1csc(N2CCOCC2)n1
7,3,CN(CC1COc2ccccc2O1)C(=O)c1cccc(S(=O)(=O)N2CCCC2)c1 (stereo unspecified)
4,2,CC1CC(C)CN(C(=O)COC(=O)c2ccc3c(c2)OCCO3)C1 (stereo unspecified)
0,5,COc1ccc(-c2oc3ccccc3c2C#CC(C)(C)O)cc1
4,3,CCc1ccc([C@@H]2CC=C(C(=O)O)[C@H](c3ccc(Cl)cc3)N2S(=O)(=O)c2ccc(C)cc2)cc1
3,2,CCCCNC(=O)c1onc(CSc2cc(C)cc(C)c2)c1C(=O)NCCCC
4,6,Cc1cccn2c(=O)c3cc(C(=O)N4CCCCC4C)sc3nc12 (stereo unspecified)
6,2,Cc1cc(C)cc(OCC(=O)OCc2cc([N+](=O)[O-])cc3c2OCOC3)c1
0,3,O=C(CCN1C(=O)C2CCCCC2C1=O)N1CCN(S(=O)(=O)c2c(F)cccc2F)CC1 (stereo unspecified)
4,-1,O=C(NCCS(=O)(=O)N1CCN(c2ccccc2)CC1)c1ccc2c(c1)OCO2
-3,-3,Nn1c(SCC(=O)Nc2ccc(N3CCOCC3)cc2)nnc1-c1ccccc1F

Source: PubChem BioAssay (The Scripps Research Institute Molecular Screening Center)
